# PAD4 inhibition: human PAD4 inhibitors, primary screen, biochemical, fluorescence polarization (AID 463073); recombinant PAD4, RFA probe fluorescence polarization; stronger effect = higher value; inhibition, % at 5 µM; 2,000 tested, 0.5% active;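 active = inhibition above 30%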;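 also: 0% = PAD4 with DMSO and 100% = wells lacking PAD4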
#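 Material: recombinant human PAD4 enzyme / Input: PAD4 at 2 µM in dispensed buffer, before additions / Medium: HEPES buffer pH 7.6 with 10 mM CaCl2 and TCEP / Incubation: 30-min PAD4–compound preincubation (25 °C), then 5-h probe labeling (37 °C) / Detection: fluorescence polarization, 598 nm emission after 525 nm excitation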
# Starred values were filed as active, the others as inactive; & = joins results of further samples. Not all compounds are listed; count on the stated rates, not on these rows.
CC(C)[C@H]1C(=O)N2CCC[C@H]2[C@]2(O)O[C@](NC(=O)[C@@H]3C=C4c5cccc6[nH]cc(c56)C[C@H]4N(C)C3)(C(C)C)C(=O)N12
  PAD4 inhibition: 6.6

C[C@H]1CCCC(=O)CCCCCc2cc(O)cc(O)c2C(=O)O1
  PAD4 inhibition: 4.4

O=C1C=Cc2ccccc2C1=O
  PAD4 inhibition: 6.7

O=c1[nH]c2ccccc2n1CCCN1CCC(n2c(=O)[nH]c3cc(Cl)ccc32)CC1
  PAD4 inhibition: 3.5

CC(=O)c1ccc(-c2ccccc2)cc1
  PAD4 inhibition: 1.6

CC[N+]1(C)CCCC(OC(=O)C(O)(c2ccccc2)c2ccccc2)C1 (centres undefined)
  PAD4 inhibition: 4.7

CC(C)(C)C(O)C(Oc1ccc(Cl)cc1)n1cncn1 (centres undefined)
  PAD4 inhibition: 2.5

CC(CCc1ccccc1)NC(C)C(O)c1ccc(O)cc1 (centres undefined)
  PAD4 inhibition: 0.9

Clc1ccc(COC(Cn2ccnc2)c2ccc(Cl)cc2Cl)c(Cl)c1 (centres undefined)
  PAD4 inhibition: 1.5

COc1ccc(CN2CC3CC(C2)c2cccc(=O)n2C3)cc1OC (centres undefined)
  PAD4 inhibition: 1.3

NCCc1c[nH]c2ccc(F)cc12
  PAD4 inhibition: -1.4

O=c1c2ccccc2[se]n1-c1ccccc1
  PAD4 inhibition: -5.7

CN1C(=O)CN=C(c2ccc(Cl)cc2)c2cc(Cl)ccc21
  PAD4 inhibition: 5.5

C[N+]1(C)CCc2cc3c(cc2[C@H]1[C@@H]1OC(=O)c2c1ccc1c2OCO1)OCO3
  PAD4 inhibition: 2.9&-0.1

COc1ccc(C(=O)N2CCCC2=O)cc1
  PAD4 inhibition: 2.9

CCOC(=O)C(C)Oc1cc(C)cc2oc(=O)c3c(c12)CCCC3 (centres undefined)
  PAD4 inhibition: 5.6

C[C@]12CCC(=O)C=C1CC[C@@H]1[C@@H]2CC[C@]2(C)C(=O)CC[C@@H]12
  PAD4 inhibition: 1.7

COP(=S)(OC)SCN1C(=O)c2ccccc2C1=O
  PAD4 inhibition: 4.3

# Compounds from the list above that contain four or more nitrogen atoms, in the order listed:
CC(C)[C@H]1C(=O)N2CCC[C@H]2[C@]2(O)O[C@](NC(=O)[C@@H]3C=C4c5cccc6[nH]cc(c56)C[C@H]4N(C)C3)(C(C)C)C(=O)N12
  PAD4 inhibition: 6.6

O=c1[nH]c2ccccc2n1CCCN1CCC(n2c(=O)[nH]c3cc(Cl)ccc32)CC1
  PAD4 inhibition: 3.5

# Fetched by structure from above, 4 records:
O=c1[nH]c2ccccc2n1CCCN1CCC(n2c(=O)[nH]c3cc(Cl)ccc32)CC1
  PAD4 inhibition: 3.5

O=C1C=Cc2ccccc2C1=O
  PAD4 inhibition: 6.7

Clc1ccc(COC(Cn2ccnc2)c2ccc(Cl)cc2Cl)c(Cl)c1 (centres undefined)
  PAD4 inhibition: 1.5

C[N+]1(C)CCc2cc3c(cc2[C@H]1[C@@H]1OC(=O)c2c1ccc1c2OCO1)OCO3
  PAD4 inhibition: 2.9&-0.1
